# Assay outcomes (PubChem)
# Jurkat NFkB inh: inhibitors of the PMA/ionomycin-induced NF-kB reporter in Jurkat cells; PMA/ionomycin-induced NF-kB luciferase reporter, luminescence; AID 435003; inhibition, % at 4 µM; 330,000 tested, 0.53% active; in the data active means inhibition above about 50%
# CHOP UPR activ: activators of apoptotic arm of unfolded protein response (CHOP). CHO-CHOP luciferase reporter, UPR activation, luminescence; percent of tunicamycin response over DMSO baseline. activation, % at 10 µM. 330,000 tested, 0.34% active. AID 449763;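 active means at 10 µM dose, activation of 40% or more, normalized to positive control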;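 further: 100% = tunicamycin at 10 µg/mL and 0% = DMSO alone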
#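 Assay system: CHO-CHOP cells, stable luciferase reporter of PERK-eIF2a-CHOP signalling / Buffer or medium: F12 plus 10% serum / Compound dosing: one dose, 10 µM in 0.5% DMSO / Times: 6 h compound treatment, 37 °C / Technique: luciferase luminescence / Read-out: % reporter activation, DMSO baseline versus tunicamycin full activation / Benchmarks: tunicamycin and DMSO controls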
# UPR XBP1 act: adaptive UPR (XBP1) activation; CHO-XBP1 luciferase reporter, IRE1-XBP1 UPR activation, luminescence; percent of tunicamycin response, DMSO as zero; activation, % at 20 µM; 330,000 tested, 0.33% active; AID 463104;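 active means versus positive control, 20 µM dose yields 30% or more activation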;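 further: 100% = tunicamycin at 10 µg/mL and 0% = DMSO only wells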
#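 Test system: CHO-XBP1 luciferase reporter cells | Buffer or medium: Serum-containing F12 medium, 10% FBS | Schedule: 6 h compound exposure at 37 °C, 5% CO2 | Detection: Steady-Glo luciferase glow luminescence, 10 min after reagent addition | Read-out basis: Activation, % of tunicamycin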
# CCR6 antag: CCR6 (human) receptor antagonism | 340,000 tested, 0.49% active | inhibition, % at 20 µM | CHO-K1 CCR6 PathHunter beta-arrestin, luminescence, CCL20-stimulated | AID 493098;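 active means compounds whose inhibition of the agonist-driven luminescence signal at 20 µM reaches about 50%, limit read from the data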;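 further: cells stimulated with CCL20 at 14 nM final; plate controls were DMSO with CCL20 for no effect and DMSO without agonist for full effect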
# Target sequence (P51684 whole entry, looked up): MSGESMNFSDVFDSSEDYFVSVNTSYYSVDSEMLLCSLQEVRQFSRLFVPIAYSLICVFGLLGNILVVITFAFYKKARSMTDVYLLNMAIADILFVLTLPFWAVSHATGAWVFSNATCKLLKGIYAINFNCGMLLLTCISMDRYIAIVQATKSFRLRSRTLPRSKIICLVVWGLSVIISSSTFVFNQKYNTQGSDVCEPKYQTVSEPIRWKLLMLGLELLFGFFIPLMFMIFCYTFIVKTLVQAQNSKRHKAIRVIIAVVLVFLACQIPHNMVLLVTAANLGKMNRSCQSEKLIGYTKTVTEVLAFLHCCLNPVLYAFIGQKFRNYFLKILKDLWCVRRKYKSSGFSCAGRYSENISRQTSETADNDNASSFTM
# 697 NFkB inh: lowers PMA/ionomycin-induced NF-kB signal in 697 B cells; 697 B-cell NF-kB luciferase reporter, 16 h; inhibition, % at 4 µM; 330,000 tested, 0.33% active; in the data active means inhibition above about 35%
# Gli-Sufu antag: Gli-Sufu pathway antagonism. Sufu-KO-LIGHT fibroblasts, Gli luciferase reporter luminescence. inhibition, % at 5 µM. 340,000 tested, 0.74% active;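 active means inhibition above about 55%, limit read from the data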;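 further: 0% = DMSO-treated cells and 100% = wells with medium but no cells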
# EBI2 antag: blocks human EBI2 receptor beta-arrestin signaling | P32249 | 360,000 tested, 0.81% active | EBI2 beta-arrestin recruitment, luminescence, 7a,25-OHC stimulated | inhibition, % at 5 µM; in the data active means inhibition above about 38%;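 further: enzyme fragment complementation signal reports receptor beta-arrestin coupling in cells; 0% = agonist plus DMSO wells and 100% = wells without agonist; some results beyond the cut were filed as inactive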
# Target sequence (P32249 whole entry, looked up, the tested form may be a part): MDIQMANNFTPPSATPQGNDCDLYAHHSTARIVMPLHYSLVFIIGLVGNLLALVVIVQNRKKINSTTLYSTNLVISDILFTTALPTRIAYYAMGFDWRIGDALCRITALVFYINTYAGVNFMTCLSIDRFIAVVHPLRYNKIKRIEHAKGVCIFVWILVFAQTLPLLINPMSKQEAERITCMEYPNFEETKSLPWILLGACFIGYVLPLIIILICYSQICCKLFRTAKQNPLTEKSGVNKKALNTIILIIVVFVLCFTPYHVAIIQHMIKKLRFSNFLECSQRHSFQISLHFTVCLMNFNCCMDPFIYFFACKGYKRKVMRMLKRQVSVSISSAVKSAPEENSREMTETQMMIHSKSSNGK
# Mdm2-MdmX inh: inhibitors of human Mdm2/MdmX interaction. O15151+Q00987. SaOS-2 split-luciferase Mdm2/MdmX complementation, luminescence. inhibition, % at 8 µM. 330,000 tested, 3% active. AID 485346;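 active means inhibition of at least 50% at 8 µM in the primary screen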
# CXCR6 block: blocks human CXCR6 beta-arrestin recruitment; CHO-K1 PathHunter CXCR6 beta-arrestin, luminescence; O00574; 360,000 tested, 0.36% active; inhibition, % at 20 µM; in the data active means inhibition above about 34%, passing the limit was not always enough;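 further: antagonist mode with CXCL16 agonist at 10 nM final; 0% = 10 nM CXCL16 with DMSO and 100% = unstimulated wells without agonist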
# Target sequence (O00574 whole entry, looked up): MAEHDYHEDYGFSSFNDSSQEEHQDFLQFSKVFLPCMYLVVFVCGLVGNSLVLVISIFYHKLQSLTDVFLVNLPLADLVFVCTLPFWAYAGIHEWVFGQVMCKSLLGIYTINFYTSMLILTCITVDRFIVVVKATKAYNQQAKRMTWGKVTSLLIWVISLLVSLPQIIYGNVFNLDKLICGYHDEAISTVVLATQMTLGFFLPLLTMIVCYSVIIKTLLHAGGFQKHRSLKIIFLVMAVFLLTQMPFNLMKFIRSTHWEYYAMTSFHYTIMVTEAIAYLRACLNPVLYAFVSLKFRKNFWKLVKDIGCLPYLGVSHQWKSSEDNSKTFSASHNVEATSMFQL
# The depositor's hits bear a star; . = no result given.
mol	Jurkat NFkB inh	CHOP UPR activ	UPR XBP1 act	CCR6 antag	697 NFkB inh	Gli-Sufu antag	EBI2 antag	Mdm2-MdmX inh	CXCR6 block
CC(=O)Oc1cccc(C2C3=C(CC(C)(C)CC3=O)Nc3ccccc3N2C(C)=O)c1 (configuration not stated)	-12	-1.9	-4	0	-11	-14	3	10	-1
CN1CCN(C(=O)C2CCCN(S(=O)(=O)c3ccccc3)C2)CC1 (configuration not stated)	-2	-1.3	-6	8	-32	17	-5	2	0
Cc1cc(C)c2c(c1)CC(C)(C)CC2=O	.	.	.	17	.	2	-9	.	-4
CC1O[C@@H](OC2C(COC3OC(CO)C(O)[C@H](O)C3O)OC(OC3CC[C@]4(C)C(CC[C@@]5(C)[C@@H]4CC=C4[C@@H]6CC(C)(C)CC[C@]6(CO)C(O)C[C@]45C)C3(C)C)C(O)C2O)C(O)C(O)C1O (some centres not stated)	14	6.0	-1	2	23	0	-8	22	5
COc1ccc(NC(=O)CSCC(=O)Nc2nnc(C3CC3)s2)cc1	7	1.2	-1	7	4	-9	-1	-16	-4
C=CCOc1ccc(/C=N/NC(=O)CN2CCCCC2)cc1OC	-1	2.6	-3	0	1	-9	-1	19	27
COc1ccc2c(c1)c1ncn(CCN3CCCC3)c(=O)c1n2C	-17	-1.9	4	11	-7	2	14	13	2
CC(C)Sc1nnc(NC(=O)C2CC2)s1	-6	1.5	0	-9	-23	-9	-3	1	-2
Cc1cccnc1NC(=O)c1cccc(S(=O)(=O)NCc2ccccc2)c1	12	1.2	-2	4	13	0	-8	18	2
Cn1c2ccccc2c(=O)c2c(O)cccc21	-21	-3.0	-2	6	-25	-13	2	6	3
CN(N)C(=S)Nc1ccc(Cl)cc1	-15	-0.7	-1	-12	-2	-5	2	3	-2
CCCCNS(=O)(=O)c1ccc2nc(-c3cccnc3)cc(C(=O)NC(C)C)c2c1	3	2.3	-2	10	5	2	-1	16	-2
Cc1cccc(Oc2cnn(C(C)(C)C)c(=O)c2Cl)c1	12	2.8	-3	12	14	4	-7	23	-7
O=C1CC(C(F)(F)C(F)(F)C(F)(F)C(F)(F)F)=Nc2ccccc2N1	-4	5.5	-3	-8	-12	-4	2	12	-9
CC/C(=N/N=C(\CC)c1ccccc1)c1ccccc1	4	-2.0	-2	15	-2	-12	-6	11	-3
Cc1nn(Cc2ccc(Cl)c(Cl)c2)c(C)c1NC(=O)c1sc2ccccc2c1Cl	-2	0.6	-1	2	15	-4	11	53*	-5
CC12CC(NC(=O)N1CCc1ccccc1)c1cc(Cl)ccc1O2 (configuration not stated)	4	1.3	-4	10	-3	16	-20	14	4
Cc1ccc(C(CNS(=O)(=O)c2ccc([N+](=O)[O-])cc2)N2CCN(C)CC2)cc1 (configuration not stated)	7	-0.3	-2	3	10	8	4	2	-8
N#Cc1ccsc1NC(=O)COC(=O)c1cc2ccccc2cc1O	-26	7.1	6	7	-30	-26	2	-50	-4
COc1ccc(-c2c(-c3ccccc3)n(C)c3ccccc23)cc1	12	1.6	-1	2	7	-2	4	-2	-2

# Looked up by structure from the list above:
mol	Jurkat NFkB inh	CHOP UPR activ	UPR XBP1 act	CCR6 antag	697 NFkB inh	Gli-Sufu antag	EBI2 antag	Mdm2-MdmX inh	CXCR6 block
CC12CC(NC(=O)N1CCc1ccccc1)c1cc(Cl)ccc1O2 (configuration not stated)	4	1.3	-4	10	-3	16	-20	14	4
N#Cc1ccsc1NC(=O)COC(=O)c1cc2ccccc2cc1O	-26	7.1	6	7	-30	-26	2	-50	-4
Cn1c2ccccc2c(=O)c2c(O)cccc21	-21	-3.0	-2	6	-25	-13	2	6	3

# The results go on.
mol	Jurkat NFkB inh	CHOP UPR activ	UPR XBP1 act	CCR6 antag	697 NFkB inh	Gli-Sufu antag	EBI2 antag	Mdm2-MdmX inh	CXCR6 block
CCOC(=O)c1nsnc1NCCSC(=N)N	-1	-1.4	1	3	23	-2	-5	-9	8
COc1ccc(CN([C@H](CO)CC(C)C)S(=O)(=O)N(Cc2ccccc2)[C@H](CO)CC(C)C)cc1	-5	6.3	13	-4	-23	-10	3	62*	-9
Cc1cc(S(=O)(=O)N2CCCC2)ccc1OCC(=O)Nc1ccccc1	13	1.5	-7	-4	20	-9	3	4	0
COc1cccc(C(=O)N2CCN(C3CCN(Cc4ccccc4)CC3)CC2)c1OC	-6	-1.9	1	4	12	1	-5	8	-3
COC(=O)c1ccc(C2/C(=C(/O)c3ccc4c(c3)CC(C)O4)C(=O)C(=O)N2Cc2cccnc2)cc1 (configuration not stated)	-5	-0.6	-2	9	-5	-7	-3	5	-1
COC(=O)c1ccccc1SCC(=O)Nc1ccc(N2CCOCC2)cc1	-30	3.2	0	4	-34	-54	2	-9	-1
Cc1cc(C)c(C(=O)CN2C(=O)NC3(CCCCC3)C2=O)cc1C	-17	3.5	-1	3	-1	-24	3	-38	0
Cc1nc2ccccc2n1CCCOc1ccccc1	-33	0.8	0	17	-46	-22	3	-22	2
O=C(COc1ccc(Cl)cc1)Nc1ccc2c(c1)OCO2	-7	0.8	-6	2	2	-5	0	-7	-8
O=c1c([N+](=O)[O-])c(N2CCCCCC2)c2ccccc2n1-c1ccccc1	7	-0.8	-6	-19	12	15	-16	-1	-4
COc1ccc(NS(=O)(=O)c2ccc(NC(C)=O)cc2)nn1	4	-1.5	3	3	13	-1	-11	9	-3
Cc1ccc(OC(C)C(=O)Nc2ncc(Cl)cc2Cl)c([N+](=O)[O-])n1 (configuration not stated)	-8	-1.1	-1	13	-23	6	-13	13	-7
CCCC(c1nnnn1C(C)(C)CC)N1CCN(C(=O)c2ccco2)CC1 (configuration not stated)	3	-0.3	-2	7	12	-1	-1	20	3
Cc1noc(C)c1COc1ccc(C(=O)OCC(=O)NC23CC4CC(CC(C4)C2)C3)cc1	18	1.0	2	14	5	7	9	-5	14
COc1cc(NC(=O)C2CCCN(S(=O)(=O)c3ccc4c(c3)oc(=O)n4C)C2)cc(OC)c1 (configuration not stated)	14	-1.3	0	0	15	6	0	13	-3
Cc1nn(-c2ccccc2)c(Cl)c1C(=O)Nc1nnc(C2CCCCC2)s1	-8	-1.4	-3	2	-3	-2	13	13	-2
CS(=O)(=O)N1CCC(C(=O)Nc2ccccc2Cl)CC1	0	0.5	-6	2	4	-11	3	16	0
Cc1csc(-c2coc3cc(O)cc(C)c3c2=O)n1	-18	4.7	6	16	-103	-84	-1	-20	-1
CCOc1ccccc1N1CC(C(=O)NCCC2=CCCCC2)CC1=O (configuration not stated)	.	.	.	16	.	-12	6	.	6
O=C(Nc1cc(C(F)(F)F)ccc1N1CCOCC1)c1ccncc1	-20	-0.2	3	6	-19	4	5	12	4
Cc1cc(C)c(C)c(S(=O)(=O)NCCCN2CCOCC2)c1C	20	1.9	-1	11	9	6	7	-34	-9
CC1CN(c2nnc(NC(=O)c3ccccc3)s2)CC(C)O1 (configuration not stated)	-11	3.5	2	7	-12	-27	11	-43	2
CCN1CCCC(NC(=O)c2scc3c2CCCC3)C1 (configuration not stated)	-17	1.8	1	9	1	17	-5	1	3
CC1(c2ccc(OCC#N)cc2)C=C(c2ccc(OCC#N)cc2)n2nc(C(F)(F)F)nc2N1 (configuration not stated)	-4	0.0	1	17	-6	16	34	17	0
O=C(CCn1c(=O)[nH]c2ccsc2c1=O)N1CCN(c2ccc([N+](=O)[O-])cc2)CC1	-1	0.1	-2	11	4	-19	3	-2	4
CCCn1nnc(NC(=O)/C=C/c2ccccc2)n1	-7	1.4	3	1	12	-8	2	1	-3
Nc1nc(Nc2ccccc2)nc(C(F)(F)F)n1	-19	4.0	2	11	-20	-14	-5	2	-23
O=C(NCCN1CCN(c2ccccc2Cl)CC1)Nc1ccccc1	8	-0.5	-5	14	4	10	3	4	10
COc1ccc(Cl)cc1NC(=O)Cc1c(F)cccc1Cl	0	-0.9	3	13	9	4	11	-3	-11
CCOc1ccccc1/C=N/NC(=O)C[n+]1ccccc1	2	0.4	1	-3	18	5	-7	-9	0
CCN(CC)c1ncnc2scc(C3COc4ccccc4O3)c12 (configuration not stated)	5	0.1	1	10	-63	10	20	20	-8
COC(=O)c1ccc(CN2CCC(Oc3ccc(C(=O)N4CCCCC4)cc3)CC2)cc1	12	-0.1	-5	8	-9	13	0	31	3
O=C(c1ccccc1Oc1ccccc1)N1CCN(c2ccccc2)CC1	-8	-6.7	-5	13	-3	6	2	2	-4
COc1ccc(C(=O)CCC(=O)NC2=NCCS2)cc1	-15	0.9	0	-1	-13	-39	-5	-3	1
O=C(Cc1cccc(NC(=O)C2CCN(C(=O)C3CCC3)CC2)c1)Nc1cccc(C(=O)N2CCCCC2)c1	.	.	.	12	.	1	-2	.	6
O=C(Nc1ccc(Cc2ccncc2)cc1)C1CCC(N2C(=O)C3C4C=CC(C4)C3C2=O)CC1 (configuration not stated)	6	-1.2	-4	1	-32	11	-1	39	-10
O=C(NCc1ccccc1)C1CCCN(c2cnccn2)C1 (configuration not stated)	12	4.1	-4	-8	-10	-10	3	-5	-1
CCCCn1c(N)c(N(CCOC)C(=O)CSc2nnc(-c3ccc(C(C)(C)C)cc3)n2N)c(=O)[nH]c1=O	-1	-1.3	-2	2	11	5	-1	24	8
CCOCCCNC(=O)c1cc(Sc2nnc(C)s2)nc2ccccc12	5	0.4	-1	10	13	8	-2	-23	-6
CNc1snc(C)c1C(=O)OC(C)C(=O)Nc1ccc(F)cc1 (configuration not stated)	1	-3.1	-2	-9	-8	1	-30	4	4
CCOC(=O)C(=CNc1nc(-c2ccc3ccccc3c2)cs1)C(=O)OCC	-53	0.0	0	-1	-2	7	-4	-42	0
Cc1cc(C)nc(N2CCCC(C(=O)Nc3ccc4c(c3)OCCO4)C2)n1 (configuration not stated)	3	-1.9	-1	-6	7	7	-4	-9	5
COc1ccc(NC(=O)C2CCN(c3cnccn3)CC2)cc1OC	-2	0.0	1	6	-14	-3	3	-12	-4
COc1cc(CC(=O)NCCc2ccc(OCc3ccccc3)cc2)c([N+](=O)[O-])cc1OC	-12	1.8	-1	16	-26	-12	1	24	1
CCn1c(CNC(=O)c2cccs2)nnc1SCC(=O)Nc1cc(Cl)ccc1C	-2	1.2	0	0	7	6	-13	-13	-2
O=C1c2cccc(OCC(=O)N3CCCc4ccccc43)c2CCN1Cc1ccc(Br)cc1	-2	4.1	1	12	2	7	19	41	4
COc1ccc(C(CNC(=O)C(C)Sc2ccccc2)N2CCOCC2)cc1 (configuration not stated)	.	.	.	1	.	9	2	.	8
O=C(O)CCN(CC(=O)c1ccc(Cl)cc1)S(=O)(=O)c1ccc([N+](=O)[O-])cc1	9	3.4	0	-1	23	-4	-6	1	-4
Cc1cccc2nc(-c3ccccc3)nc(N3CCC(O)(c4ccc(Cl)cc4)CC3)c12	-1	0.4	1	12	6	4	35	41	2

# Profiles from above.
# CCOc1ccccc1N1CC(C(=O)NCCC2=CCCCC2)CC1=O (configuration not stated) in the list: Jurkat NFkB inh: .; CHOP UPR activ: .; UPR XBP1 act: .; CCR6 antag: 16; 697 NFkB inh: .; Gli-Sufu antag: -12; EBI2 antag: 6; Mdm2-MdmX inh: .; CXCR6 block: 6
# CCOc1ccccc1/C=N/NC(=O)C[n+]1ccccc1 in the list: Jurkat NFkB inh: 2; CHOP UPR activ: 0.4; UPR XBP1 act: 1; CCR6 antag: -3; 697 NFkB inh: 18; Gli-Sufu antag: 5; EBI2 antag: -7; Mdm2-MdmX inh: -9; CXCR6 block: 0
